Screening data from PubChem BioAssay.
S1P4 antag: human S1P4 receptor antagonism; S1P4-expressing cells, antagonist mode, reporter read-out; inhibition, % at 4.98 µM; O95977; 0.26% of 220,000 active; AID 1510; in the data active = inhibition above about 29%;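 also: 0% = wells stimulated with agonist and 100% = vehicle wells without agonist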
Mdm2 ligase inh: inhibitors of human Mdm2 E3 ubiquitin ligase. signal enhancement, % at 5 µM. 0.11% of 210,000 active. cell-based MDM2 ubiquitination luciferase reporter, 2 h; 0 = plate control, 100 = twice control, blank-subtracted. Q00987. AID 1230;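 active = signal enhancement of 30% or more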;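 also: luminescence tracks abundance of the self-degrading MDM2-luciferase fusion protein; higher signal means inhibition of MDM2 E3 ligase activity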
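system = mammalian cells stably expressing self-ubiquitinating, self-degrading MDM2 E3–luciferase fusion | quantity = 2000 cells per well seeded | incubation = 4 h cell settling then 2 h compound exposure, 37 °C | signal = SteadyLite luminescence, 15 min reagent step | benchmarks = plate control and blank wells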
Ba/F3 V617F tox: lowers viability of Ba/F3 cells expressing EpoR and JAK2V617F; inhibition, % at 5.6 µM; ATP luminescence; 1.1% of 220,000 active;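 active = inhibition above the campaign mean plus 3 SD over all tested compounds, cut at about 24% in these data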;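 also: cytokine-independent growth of Ba/F3 cells driven by EpoR plus mutant JAK2; 0% = DMSO-treated cells and 100% = JAK inhibitor I control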
BaF3 tox: reduces parental Ba/F3 cell viability, JAK2V617F counter-screen | AID 1486 | CellTiter-Glo ATP luminescence | 1.1% of 220,000 active | inhibition, % at 5.6 µM;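 active = inhibition above a per-campaign cutoff, the mean inhibition of all tested compounds plus 3 SD, cut at about 27% in these data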;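 also: 0% = DMSO wells and 100% = JAK Inhibitor I control wells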
NPY2 pot ag: potentiators or agonists of human neuropeptide Y receptor Y2. 0.45% of 220,000 active. P49146. activation, % at 3.6 µM. cells expressing NPY-Y2, potentiator/agonist read-out. AID 1359; in the data active = activation above about 27%;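 also: cells stimulated with NPY near EC25 plus isoproterenol at EC100; 0% = vehicle plus submaximal agonist and 100% = vehicle plus saturating agonist; some results beyond the cut were filed as inactive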
Target sequence (P49146 whole entry, looked up): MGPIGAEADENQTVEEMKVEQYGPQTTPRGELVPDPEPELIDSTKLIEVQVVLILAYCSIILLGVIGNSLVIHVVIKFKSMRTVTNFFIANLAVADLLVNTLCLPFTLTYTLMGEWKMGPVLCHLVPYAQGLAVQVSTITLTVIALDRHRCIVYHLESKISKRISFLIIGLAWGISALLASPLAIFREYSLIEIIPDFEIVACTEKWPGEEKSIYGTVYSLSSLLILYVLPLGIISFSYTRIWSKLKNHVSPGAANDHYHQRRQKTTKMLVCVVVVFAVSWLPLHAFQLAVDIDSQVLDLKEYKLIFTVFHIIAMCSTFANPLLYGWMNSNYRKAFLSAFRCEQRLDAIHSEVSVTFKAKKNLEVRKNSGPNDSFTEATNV
Wee1 degr inh: human Wee1 degradation inhibition, primary screen; AID 1321; HeLa Luc-Wee1K328M stability, luciferase luminescence; 100% = proteasome inhibitor MG132 effect; P30291; 1.2% of 220,000 active; reporter increase, % at 5 µM;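 active = activation above the mean of all tested compounds plus 3 SD, set per screening run, cut at about 8.8% in these data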;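 also: cells exposed to compound for 20 h before luminescence read; 0% = DMSO alone and 100% = MG132 at 30 µM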
Target sequence (P30291 whole entry K328M): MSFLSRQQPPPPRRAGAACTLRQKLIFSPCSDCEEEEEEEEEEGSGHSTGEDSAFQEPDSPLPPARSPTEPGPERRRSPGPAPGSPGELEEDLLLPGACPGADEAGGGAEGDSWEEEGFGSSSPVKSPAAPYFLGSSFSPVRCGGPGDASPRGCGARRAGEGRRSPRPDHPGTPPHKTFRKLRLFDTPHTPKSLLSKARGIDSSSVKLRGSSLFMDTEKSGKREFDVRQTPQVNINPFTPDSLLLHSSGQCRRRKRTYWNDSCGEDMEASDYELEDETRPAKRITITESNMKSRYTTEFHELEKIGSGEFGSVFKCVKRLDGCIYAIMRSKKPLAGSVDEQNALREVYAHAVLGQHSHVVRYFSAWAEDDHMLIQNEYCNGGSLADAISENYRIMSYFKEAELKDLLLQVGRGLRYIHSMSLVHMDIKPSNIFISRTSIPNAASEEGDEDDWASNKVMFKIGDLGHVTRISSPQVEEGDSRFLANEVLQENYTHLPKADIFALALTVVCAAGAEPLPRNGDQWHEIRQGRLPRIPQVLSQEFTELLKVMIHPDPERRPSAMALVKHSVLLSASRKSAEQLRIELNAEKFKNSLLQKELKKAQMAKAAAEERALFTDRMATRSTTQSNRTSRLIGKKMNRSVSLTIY
PERK inh: human PERK inhibition, primary cell-based screen; CHO PERK-DD fusion, SEAP luminescence translation reporter; AID 1416; 0.17% of 220,000 active; Q9NZJ5; inhibition, % at 5.6 µM;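 active = inhibition above the mean inhibition of all tested compounds plus 3 SD, set separately per screening campaign, cut at about 2.9% in these data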;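 also: PERK kinase domain activated by AP20187 dimerizer at 100 nM; 0% = DMSO with dimerizer and 100% = rapamycin at 8.4 µM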
eIF4E-4G inh: blocks eIF4E binding to eIF4G. TR-FRET eIF4E-eIF4GI(517-606) binding, 2 h. inhibition, % at 21.7 µM. 0.37% of 220,000 active. P63073+Q04637;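 active = inhibition above about 30%, limit read from the data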;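 also: 0% = full FRET control wells and 100% = background wells lacking eIF4GI fragment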
S1P4 agonist: activates the human S1P4 receptor. O95977. S1P4-expressing cell line, agonist reporter assay. activation, % at 4.98 µM. 0.35% of 220,000 active. AID 1509; in the data active = activation above about 11%;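 also: 0% = DMSO vehicle and 100% = reference agonist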
Starred values were filed as active, the others as inactive; / = not tested or not shown; & = joins results of further samples; [ ] = remark or other dose.

SMILES	S1P4 antag	Mdm2 ligase inh	Ba/F3 V617F tox	BaF3 tox	NPY2 pot ag	Wee1 degr inh	PERK inh	eIF4E-4G inh	S1P4 agonist
O=C(Cn1cc2c(n1)CCCCC2)Nc1c(F)cc(F)cc1Br	2	-3	-2	-2	-15	-4	0.0	-4	0.8
Cc1ccc(S(=O)(=O)N2CCCC2CO)cc1 (stereo not drawn)	-7	2	-4	1	1	-1	0.9	1	-1.9
Cc1ccc(S(=O)(=O)NCC(=O)NCc2ccncc2)cc1	-5	/	-1	2	15	0	1.5	2	1.7
S=C(NC1CCCCC1)N(CCc1nc2ccccc2[nH]1)C1CCCC1	-10	/	2	9	-4	4	-0.3	4	-0.8
CN1C(=O)C(O)(CC(=O)c2cccnc2)c2ccccc21 (stereo not drawn)	-5	/	5	5	-4	-3	0.3	-2	-0.6
CN(C)N=Nc1ccc(S(N)(=O)=O)cc1	-16	-7	-4	5	-2	-2	0.0	-3	0.5
Cc1[nH]c(=O)[nH]c(=O)c1NC(=O)c1sc2nc3c(C)cccc3cc2c1N	-22	3	-2	3	-6	1	0.0	5	0.7
CCOC(=O)NC1(C(F)(F)F)C(=O)N(Cc2ccccn2)C2=C1C(=O)CC(C)(C)C2 (stereo not drawn)	11	-16	1	7	3	-2	1.6	-9	-0.7
CCSC(C)CC1C/C(=N/O)c2c(C)noc2C1 (stereo not drawn)	-12	-7	0	3	-2	0	0.4	-2	3.4
CCc1ccc(OCC(=O)Nc2ccc(S(=O)(=O)N3CCCC3)cc2)c(Br)c1	-14	7	-2	0	-4	0	-0.1	6	0.9
CCOC(=O)c1ccc(NC(=O)Nc2ncccc2C)cc1	-1	-3	0	2	-1	0	-0.2	-1	1.7
COc1ccc2c(=O)c3c(=O)n(Cc4ccco4)c(-c4cc(OC)c(OC)c(OC)c4)nc3oc2c1	-20	/	-2	0	4	3	0.2	3	0.1
O=S1(=O)CC(O)C(NCc2cccnc2)C1 (stereo not drawn)	5	-8	-5	0	14	2	1.9	-3	0.5
O=C(O)c1cc(C(F)(F)F)nc2c(C(F)(F)F)cccc12	14	/	0	-2	-12	5	1.3	1	0.2
Cc1cc(/C(=N/O)C(C)(C)NO)ccc1Cl	-1	-7	2	0	7	-2	0.1	12	4.1
CCN1N=C(c2cc(Cl)sc2Cl)CSC1=O	-3	-5	-5	2	7	3	1.2	1	0.5
Cc1ccccc1NC1=NC2(CCCC2)N=C(N)N1	-19	3	-1	4	9	2	0.5	0	-1.3
Cc1cccc(N2CCN(CC(=O)Nc3ccccc3[N+](=O)[O-])CC2)c1C	4	-15	-3	1	3	-1	1.7	-11	-0.2
CCCc1c(OCCCCc2nn[nH]n2)ccc(C(C)=O)c1O	-13&-15	/	3&5	5&-2	14&-18	7&1	1.6&0.5	-5&4	0.3&2.3
O=C(Oc1ccc(N(Cc2cccs2)C2=NS(=O)(=O)c3ccccc32)cc1)c1ccccc1F	-12	-7	-3	3	-10	-2	0.4	-39	1.4
O=C(NCc1ccc2c(c1)OCO2)c1cccc(S(=O)(=O)N2CCOCC2)c1	8	-6	-3	4	-6	-1	1.0	-6	0.5
O=C1CCC(C(=O)Nc2cccc(Oc3ccccc3)c2)=NN1	-13	0	0	1	5	-1	-0.1	-1	2.3
CC(NC(=S)Nc1ccc(OC(F)F)cc1)c1ccc(F)cc1 (stereo not drawn)	8	11	2	6	0	-3	1.1	4	-2.5
Cc1ccccc1N1Cc2ccccc2C1	-16	3	0	6	1	-3	2.0	19	0.0
CCOC(=O)c1cc(OC(=O)c2ccccc2OC)n(-c2ccccc2)n1	-2	3	-1	6	3	1	0.4	9[fluorescence artefact?]	1.2
O=S(=O)(NCC(c1cccnc1)N1CCN(c2ccc(F)cc2)CC1)c1ccccc1 (stereo not drawn)	-11	/	-4	-1	-1	-2	0.5	/	0.8
CCCCOC(=O)C1C2C=CC3(CN(CCc4ccccc4)C(=O)C13)O2 (stereo not drawn)	-14	-35	-1	2	-6	0	0.8	0	4.7
Cc1ccc(NC(=O)c2cccc3c2-c2ccccc2C3=O)cc1C	-16	1	-1	3	14	7	-0.9	-3	0.0
COCCn1c(SCC(=O)Nc2nnc(C)s2)nnc1-c1cc2ccccc2cc1O	-6	-11	1	14	-2	7	-0.7	/	-0.7
CCCSc1nnc(Sc2nnnn2-c2ccccc2)s1	8	-13	82*	95*	-11	1	0.2	-13	-0.2
Cc1cc(Cl)c(OCCCNCc2ccccc2)c(Br)c1	9	-8	-1	1	-14	-1	-1.0	-4	-3.4
Cn1c(CCc2ccc(N)cc2)nc2ccccc21	6	-26	-1	8	7	18*	-0.4	4	-0.9
CC(C)Oc1cccc(C(=O)C2CCCN(Cc3cccn3-c3cccnc3)C2)c1 (stereo not drawn)	10	-12	3	-2	-6	-1	-2.1	8	0.8
Cc1ccc(/C=N/NC(=O)CCCOc2ccc(Cl)cc2Cl)cc1	-18	/	-2	1	-18	1	0.0	4	0.0
CN1CCN(c2ccc(CNS(=O)(=O)Cc3cccc(C(F)(F)F)c3)cc2)CC1	-3	-21	8	25	31	-2	-1.1	2	3.0
CS(=O)(=O)c1ccc(Cl)c(NC(=O)C2CC(=O)N(Cc3ccccc3)C2)c1 (stereo not drawn)	13	-5	-1	2	-2	0	1.1	6[fluorescence artefact?]	1.4

Structures from the list above with an aryl methoxy group (2):
SMILES	S1P4 antag	Mdm2 ligase inh	Ba/F3 V617F tox	BaF3 tox	NPY2 pot ag	Wee1 degr inh	PERK inh	eIF4E-4G inh	S1P4 agonist
COc1ccc2c(=O)c3c(=O)n(Cc4ccco4)c(-c4cc(OC)c(OC)c(OC)c4)nc3oc2c1	-20	/	-2	0	4	3	0.2	3	0.1
CCOC(=O)c1cc(OC(=O)c2ccccc2OC)n(-c2ccccc2)n1	-2	3	-1	6	3	1	0.4	9[fluorescence artefact?]	1.2

Next records follow.
SMILES	S1P4 antag	Mdm2 ligase inh	Ba/F3 V617F tox	BaF3 tox	NPY2 pot ag	Wee1 degr inh	PERK inh	eIF4E-4G inh	S1P4 agonist
Cc1ccc(CNC(=O)CSc2nc3n[nH]c(C)c3c(=N)n2-c2cccc(C)c2)cc1	15	-2	-2	2	-2	3	-1.1	-10	-0.9
Cc1c(C(=O)O)sc2nc3n(c(=O)c12)CCCCC3	-2	-14	4	8	0	-3	0.4	-5	0.0
CC(=O)NS(=O)(=O)c1ccc(NC(=O)CCc2ccccc2)cc1	0	-7	-4	0	1	-2	1.1	-4[fluorescence artefact?]	1.1
COc1ccc(C(CCN(Cc2ccc(OC)c(OC)c2)C(C)=O)c2ccccc2)cc1 (stereo not drawn)	-9	-7	1	6	5	5	-0.7	7	1.2
O=C(c1ccc(S(=O)(=O)Cc2ccccc2F)c([N+](=O)[O-])c1)N1CCCCCC1	6	-13	-4	3	-2	-2	-0.3	-9	0.7
COCCNC(=O)c1ccc2c(c1)CCN2S(C)(=O)=O	10	/	-4	4	-16	5	1.5	-2	0.7
COc1cccc(-n2cnc3cccc(N)c32)c1	-21	4	-4	0	5	1	-0.1	-6	-0.9
COCCNC(=O)COC(=O)c1ccc(OCC(=O)Nc2ccccc2OC)c(OC)c1	-11	4	-2	1	-5	-1	-0.1	1	1.7
CCCS(=O)(=O)N1CCN(CC2CC=CCC2)CC1 (stereo not drawn)	8	1	2	10	-12	0	0.8	6[fluorescence artefact?]	-0.9
CCOCC(=O)Nc1cc(OC)c(Cl)cc1OC	-11	-2	-2	3	-10	1	0.2	2	0.6
Cc1c(C(=O)OCC(=O)Nc2c(C)n(C)n(-c3ccccc3)c2=O)oc2ccccc12	-4	-16	2	14	-18	-2	-0.3	5	-1.3
CC1CCC(C(C)C)C(OCC(O)CN2CCOCC2)C1 (stereo not drawn)	-4	-14	3	2	76*	0	-0.7	-2	-2.0
O=C(NNc1c(Cl)cccc1Cl)c1sccc1Cl	3	-7	5	0	-16	-1	0.2	4	0.1
Cc1ccc(C2CC(=O)C=C(O)C2)cc1 (stereo not drawn)	0	-10	-3	2	-10	0	0.2	-23	2.6
Cc1nn2c(-c3cccnc3)ccnc2c1-c1ccccc1	-46	-1	1	8	-1	0	0.1	0	2.1
CC1Cc2ccccc2N1C1=CC(=O)CC(C)(C)C1 (stereo not drawn)	-17	-16	3	2	5	1	0.9	3	-1.2
COc1ccc2sc(NC(C)=O)nc2c1	-1	-12	3	3	9	2	1.8	-8	0.3
Cc1ccc(NC(=O)CCOc2ccccc2)cc1S(=O)(=O)Nc1ccccc1Cl	-17	-1	-4	2	1	-4	-0.1	9[fluorescence artefact?]	1.5
Cc1csc(SCC(=O)NCCc2ccc(Cl)cc2)n1	-18	-9	-3	7	5	-3	0.8	-1[fluorescence artefact?]	1.4
O=C(CSc1nnc(-c2ccccc2)n1-c1ccc(Cl)cc1)N/N=C/c1ccco1	-16	-16	-2	6	3	0	-0.2	1	1.2
O=C(NCCC1=CCCCC1)C(=O)NCC(c1ccco1)N1CCN(c2ccccc2F)CC1 (stereo not drawn)	-9	7	-2	6	7	-2	0.3	8	0.8
C=CCn1c(COc2cccc3cccnc23)nnc1SCC(=O)O	-17	5	-4	2	-2	-1	0.4	8	0.0
COc1cccc(C(=O)OCC(=O)NCCc2ccccc2)c1OC	-12	-9	-3	0	3	2	1.2	3	0.1
Cc1ccc2ccccc2c1NC(=O)Cn1nnc(-c2cccnc2)n1	-8	3	-4	7	-8	-1	0.0	0	-0.4
Cc1cccc(N(CC(=O)NCc2ccco2)C(=O)CCC(=O)Nc2nccs2)c1	-4	3	-3	-1	-9	2	0.7	2	0.4
CN(C)CC(C)(C)CNC(=O)c1cc(Br)cc(Br)c1O	-14	-10	-4	2	2	-4	1.4	1	-0.3
Cc1nc2ccccn2c1C(=O)NCc1cccnc1	7	-5	3	1	-5	-1	-1.4	6	-2.9
CCOC(=O)Cn1ncn(-c2ccc(OC(F)(F)F)cc2)c1=O	5	2	0	2	3	0	1.8	3	-1.2
COc1ccc(-c2n[nH]c(C)c2-c2ccc(Cl)cc2)c(O)c1OC	-3	/	1	1	10	0	0.3	12	-2.6
COCc1cc(C)nc2sc(C(=O)OC)c(N)c12	-7	4	-1	1	-4	4	-0.4	0	-5.3
COc1ccc(CCNC(=O)CCCn2c(=O)[nH]c3cc(OC)c(OC)cc3c2=O)cc1OC	0	-17	3	3	13	-1	0.3	3	1.1
O=C(NNC(=S)Nc1ccc(Br)cc1Cl)c1ccco1	-12	-7	-6	3	-19	2	1.2	1	0.1
CCOC(=O)c1ccc(NC(=O)CN2CCc3ccccc3C2)cc1	-12	-16	-3	2	-17	0	-0.6	2	3.6
CC(=O)Oc1ccc2c(C)cc(=O)[nH]c2c1	10	-2	-1	-1	-1	1	1.3	/	-0.2
c1ccc(Nc2cccc(Nc3ccccc3)c2)cc1	6	-5	2	8	24	0	0.9	13	-0.2
COc1ccc(NC(=O)c2cc(-c3cccnc3)nc3c(C)c(C)ccc23)c(OC)c1	-1	7	0	3	6	1	-0.7	1	0.6
COC(=O)CNC(=O)C1Cc2ccccc2CN1S(=O)(=O)c1cccs1 (stereo not drawn)	0	-6	-5	2	-16	3	-0.5	1	-0.8
